BoNT-A LC inh2: inhibitors of Botulinum neurotoxin A light chain protease; multiplex microsphere protease substrate cleavage, flow cytometry; inhibition, % at 10 µM; actives 0.17% (n = 360,000); AID 588499; further: plate controls were buffer without enzyme for full effect and enzyme alone for no effect
PfHsp40 yeast: rescue of PfHsp40-mediated yeast toxicity. S. cerevisiae expressing PfHsp40, growth rescue, ATP luminescence. growth rescue, % at 12.5 µM. actives 0.68% (n = 340,000); in the data active means growth rescue above about 28%, passing the limit was not always enough; inconclusive means no clear call, values can overlap the other calls;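 further: yeast W303a lacking pdr1 and pdr3 grown in galactose medium; growth measured after three days at 30 °C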
PriA SSB inh: inhibitors of Klebsiella pneumoniae PriA binding to SSB C-terminal tail. actives 0.6% (n = 430,000). AlphaScreen SSBct-PriA binding, biotinylated peptide. inhibition, % at 33 µM. AID 1272365; in the data active means inhibition mostly above about 37%, no sharp cut-off; inactive means mostly below about 20%;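 further: plate controls were negative control peptide for no effect and reference peptide for full effect; strong numbers were not always called active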
TcdB inh: inhibitors of Clostridioides difficile toxin B glycohydrolase | actives 0.24% (n = 350,000) | P18177 | inhibition, % at 9.99 µM | AID 652162 | TcdB glycohydrolase enzymatic assay, plate reader; in the data active means inhibition above about 10%
VHR inh abs: inhibitors of human VHR1 phosphatase (DUSP3). actives 0.52% (n = 290,000). inhibition, % at 13.3 µM. recombinant VHR phosphatase, pNPP absorbance; in the data active means inhibition above about 50%; further: some compounds called inactive have numbers as strong as hits
Target sequence (P51452 whole entry, looked up): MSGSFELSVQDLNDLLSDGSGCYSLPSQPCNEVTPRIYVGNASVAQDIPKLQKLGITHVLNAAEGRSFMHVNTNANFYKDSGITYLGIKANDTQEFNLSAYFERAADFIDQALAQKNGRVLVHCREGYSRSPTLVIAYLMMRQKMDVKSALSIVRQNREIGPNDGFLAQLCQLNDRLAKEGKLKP
Anthrax LF prot: inhibitors of Bacillus anthracis lethal factor protease; actives 0.12% (n = 360,000); inhibition, % at 10 µM; multiplex microsphere protease cleavage assay, LF; AID 588501; further: plate controls were buffer without enzyme for full effect and enzyme alone for no effect
Target sequence (P15917 whole entry, looked up): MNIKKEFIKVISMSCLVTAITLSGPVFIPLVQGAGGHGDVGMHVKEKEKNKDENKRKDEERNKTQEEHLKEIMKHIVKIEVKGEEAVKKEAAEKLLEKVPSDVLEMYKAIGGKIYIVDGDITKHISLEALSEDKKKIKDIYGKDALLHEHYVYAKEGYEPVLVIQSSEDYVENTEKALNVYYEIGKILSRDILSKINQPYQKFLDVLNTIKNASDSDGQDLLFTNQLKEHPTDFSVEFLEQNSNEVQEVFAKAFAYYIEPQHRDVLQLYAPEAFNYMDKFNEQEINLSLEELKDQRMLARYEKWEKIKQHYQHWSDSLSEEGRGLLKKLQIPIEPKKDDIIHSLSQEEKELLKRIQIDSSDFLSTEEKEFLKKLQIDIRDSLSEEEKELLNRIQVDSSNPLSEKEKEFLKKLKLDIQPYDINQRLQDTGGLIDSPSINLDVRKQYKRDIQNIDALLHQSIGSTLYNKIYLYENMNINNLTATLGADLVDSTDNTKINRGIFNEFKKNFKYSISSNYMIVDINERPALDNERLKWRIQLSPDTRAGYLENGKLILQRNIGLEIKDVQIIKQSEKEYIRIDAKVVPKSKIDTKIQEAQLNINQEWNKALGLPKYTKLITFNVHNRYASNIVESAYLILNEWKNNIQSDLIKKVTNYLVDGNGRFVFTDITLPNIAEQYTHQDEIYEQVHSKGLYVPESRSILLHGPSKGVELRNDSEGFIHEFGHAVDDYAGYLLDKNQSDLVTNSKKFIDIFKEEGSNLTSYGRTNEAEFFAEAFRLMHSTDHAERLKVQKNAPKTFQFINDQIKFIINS
CCHF vOTU inh: CCHFV vOTU protease inhibition. inhibition, % at 11.5 µM. Pep-AMC fluorescence. actives 0.55% (n = 370,000); in the data active means inhibition above about 30%; further: 0% = vehicle wells with enzyme and 100% = no enzyme wells
Yp Topo-I inh: inhibitors of Yersinia pestis topoisomerase I; activity, % at 10 µM; Y. pestis Topo-I cleavage product accumulation, plate reader; actives 0.064% (n = 360,000); in the data active means activity above about 50%, passing the limit was not always enough; inconclusive means no clear call, values can overlap the other calls; further: inactives centre near 2
BH1578 lux ind: quorum light induction in luxS cqsA deficient V. cholerae | actives 0.16% (n = 350,000) | V. cholerae BH1578 lux reporter, luminescence, 6 h | AID 588436 | activation, % at 18.7 µM; in the data active means activation mostly above about 9.7%, no sharp cut-off; inconclusive means no clear call, values can overlap the other calls; inactive means mostly below about 3.7%; further: not every result past the cut was called active; inactives centre near 0; reference of the scale not given here
3CLpro inhibitor: SARS-CoV 3CLpro protease inhibition; AID 1706; recombinant SARS-CoV 3CLpro, quenched FRET peptide cleavage; actives 0.14% (n = 290,000); inhibition, % at 6 µM; P0C6X7; in the data active means inhibition above about 12%
* marks the source's active call; other numbers are inactive results; i = inactive; ? = inconclusive; / = not tested or not shown; & = joins results of further samples. Unless noted, no stated cut-off is given here; in the data, active means inhibition above about 30%; inconclusive means no clear call, values can overlap the other calls; inactive means below that. This is a subset. The share of hits here may be higher or lower than overall.

SMILES | BoNT-A LC inh2 | PfHsp40 yeast | PriA SSB inh | TcdB inh | VHR inh abs | Anthrax LF prot | CCHF vOTU inh | Yp Topo-I inh | BH1578 lux ind | 3CLpro inhibitor
N#Cc1cn(-c2ccccc2)nc1C(=O)c1ccccc1 | 0.4 | 1.1 | -13.2 | / | 6.4 | -5.8 | -0.5 | 4.7 | -0.3 | -1.0
COc1ccc(C(=O)NC(C)CCc2ccccc2)cc1 (stereo not drawn) | 1.0 | -0.3 | -1.1 | 1.1 | -2.3 | -5.7 | -11.0 | 3.1 | i | -1.7
COc1ccc(NC(=O)c2ccco2)c(OC)c1 | 0.1 | -1.8 | -0.2 | / | 21.7 | 2.4 | -9.8 | 5.0 | -0.6 | -5.0
CCOC(=O)c1ccc(-n2c(CN(CC)CC)nc3ccc([N+](=O)[O-])cc3c2=O)cc1 | 0.1 | 0.2 | 5.7 | 1.1 | 11.9 | -3.5 | 11.4 | -9.7 | -2.4 | -0.7
O=C(c1c(F)cccc1Cl)N1CCN(S(=O)(=O)c2ccc3c(c2)OCCCO3)CC1 | -0.8 | 0.6 | 3.9 | -1.3 | 20.2 | 0.6 | -2.8 | 7.1 | 2.1 | -1.2
CN(C)S(=O)(=O)c1ccc(Oc2ccccc2)cc1 | 1.3 | 0.4 | -13.5 | / | -8.6 | 0.9 | -10.2 | 8.0 | -1.6 | -1.5
COC(=O)CC1COc2ccccc2N1C(=O)c1ccc(Cl)cc1 (stereo not drawn) | -1.9 | -0.5 | -3.6 | / | 24.6 | -7.4 | -5.7 | 7.7 | -3.8 | -2.9
C=CCNc1nc(Nc2ccc(OC)cc2)nc(OC)n1 | 0.7 | 0.2 | 4.5 | / | -2.4 | -1.1 | -5.7 | 5.5 | i | 1.0
CCOC(=O)Cc1cc(=O)n2[nH]c(-c3ccccc3)cc2n1 | -0.7 | 1.5 | -24.6 | 2.0 | 8.7 | 0.3 | / | -8.9 | -5.9 | -0.5
COC1=CC(=O)c2c(ccc3ncnc(N)c23)C1=O | -0.8 | -1.1 | 1.2 | 1.1 | / | -7.7 | 110.0* | -1.9 | i | /
CCOC(=O)c1c(C)[nH]c(C)c1S(=O)(=O)NCC1CCN(Cc2ccc(C)cc2)CC1 | -0.3 | 0.6 | 8.7 | -0.1 | 3.9 | -3.6 | 9.4 | -8.2 | -0.9 | -0.8
Cc1ccc(F)cc1NC(=O)Cc1nn(C)c(=O)c2ccccc12 | -0.2 | -0.6 | 0.0 | / | 9.1 | -1.0 | 2.8 | -4.7 | i | -1.9
COc1ccc(NC2CCCN(C(=O)c3ccc(CSC)o3)C2)cc1OC (stereo not drawn) | -3.6 | 0.8 | 12.4 | 0.1 | 77.6 | 0.0 | 10.0 | 18.6 | -0.4 | -4.4
COc1cccc(CCNC(=O)c2cc(COc3cccc(OC)c3)on2)c1 | -0.5 | / | / | 0.3 | / | -14.6 | 3.9 | 30.0 | -2.9 | /
O=C(COC(=O)c1ccc2c(c1)OCCO2)Nc1cc(Cl)ccc1Cl | -0.4 | 1.2 | -2.1 | / | 17.5 | 0.5 | 6.5 | -7.1 | / | -0.7
COc1ccccc1NC(=S)NNC(=O)c1ccccc1Br | -0.5 | 2.9 | 11.0 | -0.2 | 1.5 | -0.2 | 10.6 | -2.0 | -0.2 | -4.4
COc1cc(C(=O)NCc2ccc(C(=O)NCC(OC)OC)cc2)cc(OC)c1OC | 0.1 | 0.7 | -8.8 | -0.4 | 20.7 | 1.8 | 3.6 | 5.3 | -1.0 | 1.7
Cc1ccc(NC(=O)C(c2ccccc2)C2CCCC2)cc1 (stereo not drawn) | 0.0 | -0.7 | -30.3 | 1.1 | -1.7 | -5.2 | 0.8 | -0.4 | -0.3 | 7.6
CC(C)[C@H](NC(=O)N1CCn2c1nc1ccccc12)C(=O)NCc1ccc(F)cc1 | -0.3 | 1.1 | 7.5 | 0.1 | 11.4 | -2.5 | 2.7 | 16.0 | -0.3 | -0.8
Cc1ccccc1CCNC(=O)Cn1nc(C)c2c(C)n(-c3ccccc3)nc2c1=O | -6.8 | 2.2 | 4.4 | -0.1 | 47.7 | -2.8 | 16.6 | -1.4 | 0.0 | -4.6
COCCCn1cc(CN2CC(N3CCN(Cc4cccc(C)c4)CC3)CS2(=O)=O)nn1 (stereo not drawn) | -0.5 | / | / | 1.0 | / | -2.5 | 4.5 | / | / | /
CCc1c(C)nc(SCC(=O)Nc2nc(-c3ccc(OC)cc3)cs2)[nH]c1=O | -0.6 | 0.9 | 2.4 | 0.6 | 22.5 | 2.3 | 1.7 | 15.2 | i | -3.9
O=C(CCCOc1ccccc1)N1CCN(S(=O)(=O)c2cccs2)CC1 | 0.1 | 0.4 | -14.6 | / | 7.8 | 0.0 | 1.2 | 29.0 | -0.9 | 2.4
Cc1cccc(/C=N\Nc2nnc(-c3ccccc3)c(=O)[nH]2)c1 | 0.0 | -0.4 | / | / | 2.6 | -1.9 | -3.3 | 4.1 | -0.3 | -2.3
CCOC1=C2[C@H](c3cccc(Cl)c3)N(S(=O)(=O)c3ccc(C)cc3)C[C@H]2n2c(=O)n(-c3ccccc3)c(=O)n2C1 | -0.6 | / | / | 0.5 | / | -7.3 | -1.3 | / | / | /
CCc1ccc(C(O)c2ncc(-c3ccc(Cl)cc3)[nH]2)cc1 (stereo not drawn) | -0.5 | / | / | -1.0 | / | 0.1 | 2.3 | -4.2 | i | /
CCOc1ccccc1NC(=S)N1C2CCC1CC(NC(=O)NC13CC4CC(CC(C4)C1)C3)C2 (stereo not drawn) | 0.9 | -1.7 | -3.6 | 0.5 | 24.6 | -0.5 | 9.8 | 16.6 | i | 4.0
Cc1ccc(C(=O)C2=C(O)C(=O)N(Cc3ccco3)C2c2ccc(N(C)C)cc2)o1 (stereo not drawn) | 1.7 | -2.0 | 6.3 | 0.7 | 3.6 | 0.8 | 21.4 | -1.5 | 3.2 | 2.0
Cc1cccc(NC(=O)Nc2cccc(C)n2)n1 | -0.3 | -1.1 | -17.4 | / | 10.0 | 0.4 | 17.4 | 6.8 | -1.6 | -3.9
O=C(NC(=S)N1CCN(c2ccc(Cl)cc2[N+](=O)[O-])CC1)c1cccs1 | -3.1 | 14.9 | 38.9* | / | -4.3 | -1.9 | / | -2.3 | -0.2 | 1.8

One compound at a time (already shown):
`COC1=CC(=O)c2c(ccc3ncnc(N)c23)C1=O` in the list: BoNT-A LC inh2: -0.8; PfHsp40 yeast: -1.1; PriA SSB inh: 1.2; TcdB inh: 1.1; VHR inh abs: /; Anthrax LF prot: -7.7; CCHF vOTU inh: 110.0*; Yp Topo-I inh: -1.9; BH1578 lux ind: i; 3CLpro inhibitor: /
`CCOC(=O)c1ccc(-n2c(CN(CC)CC)nc3ccc([N+](=O)[O-])cc3c2=O)cc1` in the list: BoNT-A LC inh2: 0.1; PfHsp40 yeast: 0.2; PriA SSB inh: 5.7; TcdB inh: 1.1; VHR inh abs: 11.9; Anthrax LF prot: -3.5; CCHF vOTU inh: 11.4; Yp Topo-I inh: -9.7; BH1578 lux ind: -2.4; 3CLpro inhibitor: -0.7

Next part.
SMILES | BoNT-A LC inh2 | PfHsp40 yeast | PriA SSB inh | TcdB inh | VHR inh abs | Anthrax LF prot | CCHF vOTU inh | Yp Topo-I inh | BH1578 lux ind | 3CLpro inhibitor
CCN(C(=O)c1cccc(S(=O)(=O)N(C)C)c1)C12CC3CC(CC(C3)C1)C2 | -4.5 | 0.0 | -2.7 | 3.0 | 13.0 | 2.6 | -11.8 | 1.0 | i | 4.4
CC1(C)Cc2nc3oc4c(=S)nc[nH]c4c3cc2CO1 | 0.3 | -0.5 | -6.2 | / | -13.1 | -5.5 | 7.6 | -1.3 | -0.7 | -0.4
CCOC(=O)c1c2c([nH]c(=S)c1C#N)CCCC2 | ? | 13.1 | -3.1 | 0.1 | 16.3 | -18.0 | -1.1 | -4.7 | i | 1.4
COc1ccccc1-n1cc([C@@H]2C[C@H]3CN(c4ccccc4)C(=O)[C@]34CCCN24)cn1 | ? | -0.2 | 5.2 | -0.9 | 29.3 | ? | 11.3 | 11.1 | -0.4 | 1.2
COc1ccc(C(=O)C2CCCN(C(=O)C3CCOCC3)C2)c(C)c1 (stereo not drawn) | -1.2 | -1.6 | -4.3 | 0.7 | 4.8 | 0.9 | -9.1 | 1.6 | / | -0.5
Cc1ncc2c(n1)NC(=O)NC2 | 0.7 | -0.1 | -12.4 | 2.0 | / | 2.3 | 5.6 | 8.2 | i | /
O=C1c2cccc(OCc3ccc(F)cc3)c2CCN1Cc1ccc(F)cc1 | 0.4 | 5.4 | -30.6 | 0.4 | -9.7 | -0.9 | 10.9 | 35.6 | -4.5 | -0.7
CCc1ccc2[nH]c(=O)c(C(c3nnnn3Cc3ccco3)N3CCC(C)CC3)cc2c1 (stereo not drawn) | 0.5 | -1.2 | 0.4 | / | -23.4 | 2.9 | 16.8 | 16.2 | / | -0.5
CC(=O)c1ccc(NC(=O)c2ccc(N3CCCC3=O)cc2)cc1 | -4.8 | -0.5 | -1.6 | 2.3 | / | 1.4 | -9.1 | -0.8 | -1.2 | /
Oc1c(CN2CCCCC2)ccc2cccnc12 | -0.3 | 46.7* | -7.0&98.2 | 0.6 | / | -17.3 | 31.4* | 5.0 | i | /
C=CCNC(=S)Nc1ccc(Cl)cc1 | -1.2 | 1.0 | -10.6 | 1.0 | 20.2 | -0.9 | -11.2 | 11.9 | -0.2 | 0.2
Cc1ccc(S(=O)(=O)N2CCC3(CC2)OCCO3)cc1 | -0.9 | -0.9 | -6.1 | 0.6 | 31.5 | -0.5 | 4.2 | 1.0 | -0.7 | 0.1
Cc1cccc(CN2CCc3c(OCC(=O)NCc4ccco4)cccc3C2=O)c1 | -0.4 | 0.5 | 4.8 | 1.6 | -7.9 | -2.4 | 1.9 | 38.9 | -0.7 | 3.9
COc1cccc(CNCCNC(=O)c2nonc2N)c1 | -5.2 | 0.4 | 0.9 | -0.8 | 13.9 | -2.6 | -13.0 | -5.7 | -0.2 | 1.9
CCN(CC)c1nc(-c2ccccc2)nc2c1sc(=S)n2CC | 0.3 | -0.7 | -8.8 | -0.2 | -5.3 | -4.8 | -1.5 | 2.4 | 2.7 | 0.9
CCC(CC)C(=O)NC1CCSC1=O (stereo not drawn) | -0.2 | 0.5 | -8.2 | / | 13.9 | 2.0 | -2.8 | -5.5 | 0.7 | 1.4
Cc1nccn1CCOc1ccccc1Cl | -0.6 | -1.0 | -1.1 | -6.5 | 16.6 | -1.8 | 0.8 | -9.3 | 1.5 | 5.1
c1cncc(N=c2scc(-c3cccc4ccccc34)n2CCCn2ccnc2)c1 | 2.1 | -2.0 | 32.4 | / | 20.0 | 0.3 | 17.6 | 23.1 | -0.3 | 5.1
N#Cc1c(NC(=O)C2CCCO2)sc2c1CCCCCC2 (stereo not drawn) | -0.7 | -0.7 | -1.1 | / | -6.9 | 1.7 | -2.2 | -1.5 | i | 0.7
COc1ccc(C2c3cc(OC)c(OC)cc3CCN2S(C)(=O)=O)cc1OC (stereo not drawn) | -1.1 | 0.1 | 4.1 | 0.0 | 14.9 | -4.1 | -1.7 | -3.7 | -0.2 | 2.7
N#CCCN(Cc1cccnc1)C(=O)Nc1ccccc1 | -0.7 | -1.8 | -2.9 | / | -5.7 | -7.9 | 12.2 | -1.1 | -0.3 | 2.2
CNC(=O)COC(=O)c1cccc(S(=O)(=O)N2CCN(c3ccc(F)cc3)CC2)c1 | 0.1 | 0.3 | -9.3 | -0.6 | 12.0 | -5.4 | 5.8 | 7.1 | -0.4 | -1.5
COc1cc(OC)c2c3c(c(C4CCCCC4)nc2c1)CCCC3 | -0.2 | -0.9 | 5.5 | 0.3 | / | -3.3 | -4.5 | 4.2 | i | /
Cc1cc(C)c2sc(N(CCCN(C)C)C(=O)COc3ccc(Cl)cc3)nc2c1 | -0.3 | 2.4 | -3.2 | 2.3 | 26.2 | -5.9 | 0.1 | -17.6 | -0.8 | 0.4
COCCCN(CCCN)Cc1ccco1 | 0.4 | -1.8 | -9.0 | / | 5.6 | -2.5 | 7.7 | 3.0 | -0.6 | -6.2
